Compound activity deposited in PubChem BioAssay by Dana-Farber Cancer Institute and Novartis Institutes for BioMedical Research (Cambridge, Mass).
USP28 inh: blocks human USP28 ubiquitin-rhodamine cleavage; Q96RU2; purified USP28, Ub-rhodamine cleavage fluorescence, 30 min; inhibition, % at 25 µM; 3% of 47,000 active
OTUD3 inh: inhibitors of human OTUD3 deubiquitinase. 0.7% of 47,000 active. purified OTUD3, Ub-rhodamine fluorescence, 2 h. Q5T2D3. inhibition, % at 25 µM. AID 1645858
USP7 inh: human USP7 deubiquitinase inhibition | Q93009 | purified USP7, Ub-rhodamine cleavage fluorescence | inhibition, % at 20 µM | 0.3% of 47,000 active | AID 1645854
Target sequence (Q93009 whole entry, looked up): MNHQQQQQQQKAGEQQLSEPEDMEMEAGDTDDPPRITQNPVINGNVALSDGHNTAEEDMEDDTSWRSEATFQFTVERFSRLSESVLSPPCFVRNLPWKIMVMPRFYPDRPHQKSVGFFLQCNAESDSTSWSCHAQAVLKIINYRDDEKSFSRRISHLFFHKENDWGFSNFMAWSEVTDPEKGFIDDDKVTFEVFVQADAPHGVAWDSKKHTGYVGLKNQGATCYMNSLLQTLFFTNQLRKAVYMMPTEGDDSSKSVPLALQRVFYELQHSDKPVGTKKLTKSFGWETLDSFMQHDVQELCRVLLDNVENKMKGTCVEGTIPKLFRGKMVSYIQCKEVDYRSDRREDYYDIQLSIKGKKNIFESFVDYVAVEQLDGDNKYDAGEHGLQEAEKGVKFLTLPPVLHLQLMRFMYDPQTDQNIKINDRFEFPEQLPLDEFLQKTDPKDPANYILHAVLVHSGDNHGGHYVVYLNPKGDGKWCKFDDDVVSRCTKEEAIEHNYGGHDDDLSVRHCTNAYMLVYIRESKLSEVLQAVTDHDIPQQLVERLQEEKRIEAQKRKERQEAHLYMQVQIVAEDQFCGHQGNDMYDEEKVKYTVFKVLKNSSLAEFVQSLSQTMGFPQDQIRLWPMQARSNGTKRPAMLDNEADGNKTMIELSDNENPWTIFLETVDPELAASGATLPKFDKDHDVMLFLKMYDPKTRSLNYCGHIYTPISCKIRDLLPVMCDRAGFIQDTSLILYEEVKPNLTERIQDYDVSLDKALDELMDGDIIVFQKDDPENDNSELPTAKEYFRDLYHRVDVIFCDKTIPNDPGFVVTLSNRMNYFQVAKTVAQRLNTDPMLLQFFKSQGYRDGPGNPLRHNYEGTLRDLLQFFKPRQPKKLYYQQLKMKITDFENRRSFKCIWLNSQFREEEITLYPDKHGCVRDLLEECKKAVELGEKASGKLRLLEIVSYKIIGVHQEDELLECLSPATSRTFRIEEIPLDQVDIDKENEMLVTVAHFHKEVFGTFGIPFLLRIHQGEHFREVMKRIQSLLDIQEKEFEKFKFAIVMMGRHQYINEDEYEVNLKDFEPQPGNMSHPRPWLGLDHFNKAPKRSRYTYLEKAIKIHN
USP8 inh: inhibitors of human USP8 deubiquitinase; P40818; purified USP8, Ub-rhodamine cleavage fluorescence, 30 min; inhibition, % at 20 µM; 4.2% of 47,000 active
USP30 block: inhibitors of human USP30 deubiquitinase | Q70CQ3 | purified USP30, Ub-rhodamine cleavage fluorescence | inhibition, % at 25 µM | 5.3% of 47,000 active | AID 1645860
USP10 block: inhibitors of human USP10 deubiquitinase; Q14694; purified USP10, Ub-rhodamine fluorescence, 60 min; inhibition, % at 20 µM; 1.1% of 47,000 active; AID 1645856
UCHL1 inh: inhibitors of human UCHL1 deubiquitinase | P09936 | purified UCHL1, Ub-rhodamine cleavage fluorescence | inhibition, % at 20 µM | 0.2% of 47,000 active | AID 1645859
USP17 inh: inhibitors of human USP17 deubiquitinase | A8MUK1 | purified USP17, Ub-rhodamine cleavage fluorescence, 3 h | inhibition, % at 50 µM | 6.5% of 47,000 active | AID 1645855
The depositor's hits bear a star; / = no result given. Cut-off read from the data, not from the text of the source: active = inhibition above about 30%; inactive = the rest.

entry	USP28 inh	OTUD3 inh	USP7 inh	USP8 inh	USP30 block	USP10 block	UCHL1 inh	USP17 inh	SMILES
1	3	10	6	-1	-19	0	0	11	CCCOc1ccc(/C(O)=C2\C(=O)C(=O)N(CCN(C)C)C2c2ccccc2F)cc1 (stereo not given)
2	15	12	1	3	36*	7	1	64*	O=C(CSc1ncnc2c1oc1ccccc12)NCCc1ccccc1
3	11	14	-6	48*	79*	32*	0	42*	Cc1cccc(OCCn2c(CCNC(=O)C3CCCCC3)nc3ccccc32)c1
4	-10	-8	-13	-1	-16	0	-5	0	CCOc1ccc(C(C)=O)cc1CN1C(=O)c2ccccc2S1(=O)=O
5	-12	-11	-8	-42	-3	-1	-2	-18	CC(=O)Nc1ccc(C(=O)N2CCC3(CC2)CO[C@@H]2c4ccccc4OC(C)(C)[C@H]2C3)cn1
6	-9	-12	-11	-3	-15	-4	-1	-18	CCN1CCN(c2nc(NCc3ccco3)c3ccccc3n2)CC1
7	14	13	4	22	-15	-4	-25	58*	Cc1ccc(C)c(Nc2cc(C)nc3nc(-c4ccco4)nn23)c1
8	-7	-5	0	-24	-17	4	0	3	O=C(NCCCS(=O)(=O)N1CCN(c2ncccn2)CC1)c1c(F)cccc1F
9	-5	-12	4	-3	-45	3	0	6	COc1ccc2[nH]cc(CCNC(=O)c3ccc4ccccc4n3)c2c1
10	2	9	0	-58	23	2	3	-4	NCCC(=O)N1CCN2C(=O)N(c3cccnc3)C(=O)C2(Cc2ccccc2)CC1 (stereo not given)
11	14	15	-2	0	26	0	1	9	CCOC(=O)N1C[C@@H](CO)[C@@H]2Oc3ccc(Cl)cc3[C@@H]21
12	-7	-1	2	2	-7	16	2	1	Cn1c(O)c(C2=Nc3ccccc3SC(c3cccc(O)c3)C2)c(=O)n(C)c1=O (stereo not given)

In another format: two of the compounds above.
3: Cc1cccc(OCCn2c(CCNC(=O)C3CCCCC3)nc3ccccc32)c1
4: CCOc1ccc(C(C)=O)cc1CN1C(=O)c2ccccc2S1(=O)=O

Assay by compound	3	4
USP28 inh	11	-10
OTUD3 inh	14	-8
USP7 inh	-6	-13
USP8 inh	48*	-1
USP30 block	79*	-16
USP10 block	32*	0
UCHL1 inh	0	-5
USP17 inh	42*	0

(listing goes on)
entry	USP28 inh	OTUD3 inh	USP7 inh	USP8 inh	USP30 block	USP10 block	UCHL1 inh	USP17 inh	SMILES
13	-2	-2	1	0	4	2	-1	7	CCOc1ccc(CC(=O)NC(C)c2nc(-c3cccnc3)n[nH]2)cc1 (stereo not given)
14	13	14	3	11	17	4	1	19	Clc1ccc2nc3c(c(Nc4[nH]ncc4-c4ccccc4)c2c1)CCC3
15	20	-3	8	15	32*	13	5	63*	CSc1cccc(C(=O)Nc2ccc(-c3nc4ccccc4[nH]3)cc2)c1
16	-70	-16	20	51*	-237	-7	-3	1	O=c1c(-c2nc(-c3ccncc3)no2)cccn1Cc1c(F)cccc1Cl
17	1	0	-2	-1	-2	0	-3	0	CCOc1ccc(CNC(=O)Cn2cnc(S(=O)(=O)N3CCCC3)c2)cc1
18	/	2	-5	-6	/	-3	0	25	Cc1sc2ncnc(-n3ncc(C#N)c3N)c2c1-c1ccccc1
19	-8	-13	-12	-20	-63	-4	0	-30	Cc1onc(-c2ccccc2)c1C(=O)Nc1nc2ccccc2s1
20	-6	-5	5	0	-25	0	-2	-4	CCOc1ccc(C(=O)COc2ccc3cc(Br)ccc3c2)cc1
21	-9	9	-1	14	0	0	0	1	Cc1nn(C)cc1C(=O)N1CCOC(c2cccc(Nc3ccc(F)cn3)n2)C1 (stereo not given)
22	8	5	5	10	6	0	0	2	Cc1nn(C2CCS(=O)(=O)C2)c2ncc(C(=O)c3cc(F)ccc3O)cc12 (stereo not given)
23	-7	-1	1	-54	6	2	-2	-8	Cc1cccc(N(CC(=O)Nc2cccnc2)S(C)(=O)=O)c1
24	11	15	3	21	25	0	2	14	Cc1ocnc1C(=O)N1CCC2(C/C=C/CCOc3ccccc3C(=O)NC2)CC1
25	4	3	2	9	1	3	0	4	Cc1cc(N)cc(C2CN(C(=O)c3ccc4c(c3)OCO4)CCO2)n1 (stereo not given)
26	-15	-7	0	3	-18	0	-6	-4	CC(C)CCNC(=O)C1(C)CCC(=O)N1Cc1cccs1 (stereo not given)
27	10	11	5	1	31*	5	3	17	Cc1ccc(CNC(=O)N2CCC(c3nc(C(=O)N(C)C)c(C)o3)CC2)cc1
28	-21	-11	0	-47	-92	-8	-12	-30	N#CC(=C\c1ccc(O)cc1)/C(C#N)=C/c1ccc(O)cc1
29	-1	13	3	0	2	0	-1	0	CC1CCN(S(=O)(=O)c2cc(-c3nnc(C4CC4)o3)co2)CC1
30	20	9	-30	21	33*	4	8	23	O=C(COc1ccc(Cl)cc1)N1CCc2[nH]nc(-c3ccc(Cl)cc3)c2C1
31	7	11	5	19	11	-2	1	7	Cc1ccc2c(c1)C(=O)N(C(C)C(=O)N1CCC(O)CC1)CC1(CCOCC1)O2 (stereo not given)
32	-14	-12	-2	-26	-52	0	-4	-13	COc1ccc(CC(=O)N2CCc3c(nc[nH]c3=O)C2)c(Cl)c1
33	-6	7	4	-8	15	4	-2	41*	CCOC(=O)c1ccc(NC(=O)C2CCCN(S(=O)(=O)N3CCCCCC3)C2)cc1 (stereo not given)
34	0	4	7	-33	6	-2	3	-9	COc1cnc(CSc2nccc(C)n2)cc1OCC(=O)Nc1ccccc1F
35	-7	-11	0	32*	-72	3	2	-1	Cc1cccc(CNC(=O)Cn2c(=O)c(C)nc3cc(C)c(C)cc32)c1
36	-3	6	-4	18	15	0	1	1	Cc1ccc(C(=O)NC2(c3nc(C)no3)CCCCC2)cc1

An excerpt from above in order of the UCHL1 inh value, low to high.
entry	USP28 inh	OTUD3 inh	USP7 inh	USP8 inh	USP30 block	USP10 block	UCHL1 inh	USP17 inh	SMILES
16	-70	-16	20	51*	-237	-7	-3	1	O=c1c(-c2nc(-c3ccncc3)no2)cccn1Cc1c(F)cccc1Cl
29	-1	13	3	0	2	0	-1	0	CC1CCN(S(=O)(=O)c2cc(-c3nnc(C4CC4)o3)co2)CC1
19	-8	-13	-12	-20	-63	-4	0	-30	Cc1onc(-c2ccccc2)c1C(=O)Nc1nc2ccccc2s1
14	13	14	3	11	17	4	1	19	Clc1ccc2nc3c(c(Nc4[nH]ncc4-c4ccccc4)c2c1)CCC3

Continuation.
entry	USP28 inh	OTUD3 inh	USP7 inh	USP8 inh	USP30 block	USP10 block	UCHL1 inh	USP17 inh	SMILES
37	-7	-1	6	9	3	0	-2	0	Cc1ccc(Cc2c(C)nc(N3CCN(c4ccccc4)CC3)[nH]c2=O)cc1
38	2	9	5	-1	0	0	2	62*	CCCc1nc2c(sc3nc4c(cc32)COC(C)(C)C4)c(=O)n1CC(=O)Nc1ccccc1C
39	4	0	-1	4	7	2	1	1	CCc1ccc(NC(=O)N2CCc3[nH]cnc3C2c2ccncc2)cc1 (stereo not given)
40	15	4	9	-21	-27	-1	2	0	CC(C)OCCCNC(=O)c1ccc2c(=O)nc3c(-c4ccccc4)n[nH]n3c2c1
41	-7	-3	-3	27	-86	4	0	8	COc1cccc(C2NC(=O)c3c(sc4c3CCC(C)C4)N2)c1O (stereo not given)
42	0	18	3	18	-16	0	4	8	COc1ccc(-c2nc(-c3ccn4cnnc4c3)no2)c(OC)c1
43	2	0	-3	0	-33	-5	-1	-8	Cc1cccc(NCc2cc(=O)n3c(C)csc3n2)c1C
44	19	-7	1	0	-180	-2	0	-2	CCn1ncc(-c2cc(C(=O)Nc3ccc4c(c3)cc(C)n4CCOC)no2)c1C
45	-3	-2	-1	-3	-6	1	0	0	Cc1nc2ncnn2c(C)c1CCC(=O)NCc1ccc2c(c1)OCO2
46	-15	-11	0	-15	-40	0	-3	-51	O=C(N[C@@H]1C[C@@H](Oc2cccc(F)c2)[C@H](O)[C@H]1N1CCC(O)CC1)C1CCOCC1
47	5	-1	-11	7	12	0	2	2	O=C(N1CC(O)C1)C1(Cc2cccc(-c3ccc(F)c(F)c3)c2)CCOCC1
48	23	17	-9	0	48*	0	1	33*	Cc1c(C(=O)Nc2ccccn2)oc2c(Cl)cccc12

2 compounds picked at random from those above, as already listed:
entry	USP28 inh	OTUD3 inh	USP7 inh	USP8 inh	USP30 block	USP10 block	UCHL1 inh	USP17 inh	SMILES
42	0	18	3	18	-16	0	4	8	COc1ccc(-c2nc(-c3ccn4cnnc4c3)no2)c(OC)c1
48	23	17	-9	0	48*	0	1	33*	Cc1c(C(=O)Nc2ccccn2)oc2c(Cl)cccc12

(continued)
entry	USP28 inh	OTUD3 inh	USP7 inh	USP8 inh	USP30 block	USP10 block	UCHL1 inh	USP17 inh	SMILES
49	2	11	5	-116	-1	1	3	0	COc1ccc(C2=NO[C@]3(C(=O)Nc4ccccc43)[C@H]2C(=O)c2ccco2)cc1OC
50	7	9	0	8	-20	3	2	-5	Cc1ccccc1-c1nc(Cn2c(=O)c3cccnc3n(-c3ccccc3)c2=O)c(C)o1
51	9	11	26	19	0	68*	10	41*	COc1ccc([C@H]2Oc3cc(OC)cc(O)c3C(=O)[C@@H]2[C@@H]2C(=O)c3c(O)cc(O)cc3O[C@H]2c2ccc(OC)cc2)cc1
52	-7	-13	1	-21	-18	2	0	-15	Cn1nc(C(=O)N2CCN(Cc3ccccc3)CC2)c2c1-c1ccccc1S(=O)(=O)C2
53	16	13	4	23	69*	1	3	39*	CC(C)(C)c1cc(C[C@@H]2C[C@H](NC(=O)N3CCOCC3)C2(C)C)no1
54	-4	-2	-1	6	0	-2	-2	0	Cc1cc(C)n2ncc(C(=O)NCc3cccnc3)c2n1
55	-3	0	-6	-5	0	1	-4	-6	Cc1nn(-c2cc(N(C)C)ncn2)c(C)c1CCC(=O)NCc1ccccc1Cl
56	-126	-103	-20	-135	-477	-7	-20	-136	Cn1cnc(-c2nc(C(=O)NCCN3CCOCC3)c3ccccn23)c1
57	-13	-32	2	37*	-192	-4	1	51*	COc1ccc(O)c(C(=O)OCc2cc(=O)oc3ccc4ccccc4c23)c1
58	9	-3	80*	98*	33*	22	49*	57*	O=c1c2ccccc2oc2nc(-c3cccs3)n(-c3ccccc3)c(=O)c12
59	-2	-1	-5	10	-54	-3	1	-8	Cc1cc(S(=O)(=O)N2CCC(c3c(C)[nH]c4ccccc34)CC2)ccc1F
60	5	3	2	0	10	0	-1	1	COc1ccc(CNC(=O)Cn2cnc(S(=O)(=O)N3CCCCC3)c2)cc1
61	-4	-8	-35	19	-11	-3	-21	52*	Cc1ccc2c(=O)c3c([nH]c2c1C)CCN(CC(=O)NCc1ccc2c(c1)OCO2)C3
62	-15	-2	-8	-2	-76	-3	-1	-19	CCCCCCn1cnc2c(oc3nc4c(cc32)CCCC4)c1=O
63	-5	2	0	0	-72	0	-4	0	Cc1nc2c(nnn2C[C@@H]2CCCN(C(=O)c3cc(F)cc(F)c3)C2)c(=O)[nH]1
64	-24	-21	-14	-29	-62	-10	-5	-34	Cc1ccc2nc(C)cc(C(=O)NCc3ccc(C)o3)c2c1
65	45*	-5	-1	1	-2	2	-1	-7	CC(=O)Nc1ccc(SCc2nnc(-c3ccccc3)o2)cc1
66	3	17	6	23	24	4	2	18	O=S1(=O)NCNc2ccccc21
67	5	6	2	2	25	2	-3	0	COc1cccc(-c2noc(-c3c(O)c4ccccc4[nH]c3=O)n2)c1
68	-25	-15	-22	-20	-77	-6	-5	-23	O=C(COc1ccccc1F)Nc1ccc(N2CCCCC2)c(F)c1
69	5	9	3	20	5	0	0	19	COc1ccc(NC(=O)c2ccc(NS(=O)(=O)c3c(C)noc3C)cc2)c(OC)c1
70	15	21	-25	-47	33*	2	1	14	Cc1ccc(NC(=O)c2nnc(C3CCCN3C(=O)C3CCC3)s2)cc1 (stereo not given)

No enrichment for hits, and some 13% of all compounds hit somewhere here.
